Bioassay records: PubChem BioAssay, Small Molecule Screening Facility, UW Madison
RMI-FANCM inh: blocks RMI1/RMI2 complex binding to FANCM MM2 peptide; Fluorescence polarization, RMI core complex with F-MM2 peptide; stronger effect = lower value; FP signal (polarization) at 33 µM; 0.58% of 70,000 active; in the data active = FP signal below about 40; note: inactives centre near 61; strong numbers were not always called active; unit not given here
Active calls of the source: *; & = joins results of further samples. The list is partial; count on the stated rates, not on these rows.

structure,RMI-FANCM inh
CN1C(=O)C(C)(C)COc2ccc(NC(=O)C3CC3)cc21,68
Cc1ccccc1-c1noc(CSc2nc(C)c(CCO)c(=O)[nH]2)n1,65
COc1ccc(OC)c(S(=O)(=O)NC2CC(=O)N(c3ccc(Cl)cc3)C2)c1 (configuration not stated),55
O=C(CSc1nc2c(-c3ccccc3)c[nH]c2c(=O)[nH]1)Nc1cccc(F)c1,60
O=C1c2cccc3cccc(c23)C(=O)N1Cc1nnc(Nc2ccccc2)s1,60
O=S(=O)(NCCc1csc(-c2ccc(F)cc2)n1)c1cccs1,58
O=C(Nc1[nH]c2cc([N+](=O)[O-])ccc2c1-c1ccccc1)c1cccs1,65
CCOc1ccc(-c2[nH]ncc2-c2nc(-c3cccs3)no2)cc1Cl,120
CCOc1ccc(/C=N\NC(=S)Nc2ccc(S(=O)(=O)N3CCCCC3)cc2)cc1,59
O=C(C1=C(O)C(=O)N(CCCn2ccnc2)C1c1cccc([N+](=O)[O-])c1)c1cccs1 (configuration not stated),54
CC(=O)c1ccc(S(=O)(=O)NCCCn2nc(-c3ccncc3)ccc2=O)cc1,67
NC(=O)/C=C/C(=O)Nc1ccccc1Cl,55
CCOC(=O)c1sc(N)nc1-c1ccccc1,62
Cc1cc(C(=O)CN2CCCCC2)c(C)n1-c1ccc(Cl)c(Cl)c1,71
N#Cc1ccccc1NC(=O)C(=O)NCC1CCN(Cc2ccco2)CC1,68
CC(C)Sc1ccc(C(=O)N(CCn2cccn2)c2nc3c(F)cccc3s2)cc1,60
Cc1[nH]c(=O)[nH]c(=O)c1CCc1nnc(SCC(=O)Nc2nncs2)o1,63
O=C(Cn1nc(-c2cccs2)c2sc(N3CCCCC3)nc2c1=O)Nc1ccc(Cl)cc1,75
O=C(COc1ccc(F)cc1F)NCCCn1nc(-c2ccc(F)cc2)ccc1=O,68
N#Cc1ccc2nc(C(O)C(O)c3nc4ccc(C#N)cc4[nH]3)[nH]c2c1 (configuration not stated),29*
O=C(NCCN1CCN(c2nccc(C(F)(F)F)n2)CC1)c1ccccc1,60&56
CC(C)CNC(=O)Cc1ccc(-n2c(=O)c3ccccc3n(CC(=O)NC3CCCCC3)c2=O)cc1,78
COc1ccc2cc(C(=O)N3CCOCC3)sc(=O)c2c1OC,62
CC(C)(CCOC(=O)c1ccc([N+](=O)[O-])o1)Nc1ccc(C(F)(F)F)cc1[N+](=O)[O-],40*
Cc1cc(C)n2nc(SCC(=O)Nc3ccccc3[N+](=O)[O-])nc2n1,59
C[C@]1(C(=O)NN)C[C@]1(C)C(=O)NN,58
O=C(/C=C/c1ccccc1)Nc1ccc(-c2cn3ccccc3n2)cc1,76
c1ccc(Nc2nc3c(s2)CCCC3)cc1,54
O=S(=O)(c1ccccc1C(F)(F)F)N1CCN(c2ccc(-c3ccccc3)nn2)CC1,89
COc1ccc(NC(=O)CSc2nccn2Cc2ccc(F)cc2)c(OC)c1,72
COC(=O)c1cscc1NC(=O)CC(CC(=O)O)c1ccccc1 (configuration not stated),56
Cc1nc2ccc(NC(=O)c3cc4ccccc4oc3=O)cc2c(=O)n1-c1ccc(F)cc1,61
Cc1cccc(S(=O)(=O)Nc2ccc3c(c2)CCC(=O)N3CCC(C)C)c1,65
CSc1nncc(-c2ccc(Cl)cc2)n1,60
O=c1[nH]c(=S)c2c(n1Cc1ccccc1Cl)CCC2,66
COc1ccc(NC(=O)CC(C(=O)O)N2CCCCC2)cc1Cl (configuration not stated),53
CCOc1ccc(S(=O)(=O)Nc2cc(C)ccn2)cc1,68
O=C(NCCCS(=O)(=O)N1CCN(c2ccc(F)cc2)CC1)c1cnccn1,61
O=C(NC(=O)c1cccc(CS(=O)(=O)c2ccc(Cl)cc2)c1)Nc1cccc(Cl)c1,51
C=CCNC(=O)C1(c2cccs2)CCOCC1,55
Cc1cc(-c2nnc(NC(=O)C3CCCCN3S(=O)(=O)c3cccs3)o2)n(C)n1 (configuration not stated),68
O=C1c2cccc(Cl)c2C(=O)c2cccc(Cl)c21,62
O=C(CS(=O)(=O)c1ccc(Br)s1)NCc1ccco1,75
C=CCN1C(=O)C(C)(C)COc2cc(NC(=O)C3CCCO3)ccc21 (configuration not stated),68
O=C(NCCCn1nc(-c2cccs2)ccc1=O)c1ccc(F)c(F)c1,65
CCSc1nc2c(c(=O)[nH]1)C(c1cn(-c3ccccc3)nc1-c1ccccc1)C(C(=O)OC)C(C)=N2 (configuration not stated),65
O=C1CCCCN1c1cccc(NS(=O)(=O)c2ccccc2Cl)c1,54
Cc1[nH]c(=O)[nH]c(=O)c1CCC(=O)Nc1nccs1,55
Cc1ccc2sc(N(Cc3ccccn3)C(=O)Cc3ccc(S(C)(=O)=O)cc3)nc2c1C,80
COc1ccc(OCCC(=O)NCC23CC4CC(CC(C4)C2)C3)cc1,56

Additional results
structure,RMI-FANCM inh
CCc1cccc(OCC(=O)NC2CCCCC2)c1,66
COc1ccc(Br)cc1/C=C/C(=O)Nc1ccc(F)cc1F,63
CC(=O)c1ccccc1C(=O)c1ccccc1,63
O=C(NC1=NCCCN1)c1c(Cl)cccc1Cl,57
Cc1ccc2cc3c(nc2c1)N(c1ccc(C(=O)NCc2ccco2)cc1)CC3,60
O=C(C[n+]1ccc2ccccc2c1)c1ccc(-c2ccccc2)cc1,86
COc1cc(Cn2cccc(C(=O)O)c2=O)cc(OC)c1,55
COc1ccc(-c2noc(CS(=O)(=O)c3ccc(F)cc3)n2)cc1OC,74
O=C(Nc1nc(CN2CCc3ccccc3C2)cs1)c1cc2ccccc2o1,80
CSc1cccc(NC(=S)NNC(=O)CC#N)c1,57
CC(C)C(=O)N1CCCc2ccc(NC(=O)C(=O)NC3CCCCC3)cc21,55
Cc1nnc2ccc(N3CCN(S(C)(=O)=O)CC3)nn12,65
Cc1nc(C(F)(F)F)ccc1C(=O)N1CCCCC1,52
O=C(CSc1ccc(-c2ccc(Br)cc2)nn1)NCC1CCCO1 (configuration not stated),72
COc1ccc(Cl)cc1NCCN=Cc1cccc(OC)c1O,54
O=C(CC1CCCCN1S(=O)(=O)c1ccc(Cl)cc1)NCc1c(F)cccc1F (configuration not stated),55
O=C(NCCc1ccc(F)cc1)C(=O)NCC1COC2(CCCCC2)O1 (configuration not stated),54
CC(C)(C)NC(=O)N1CCC(c2nnc(-c3ccco3)s2)CC1,63
c1csc(C2CC3(CS2)Nc2ccccc2S3)c1 (configuration not stated),52
O=C(Nc1nc2ccccc2s1)c1csc(Nc2ccccc2)n1,75
O=C(NCCNC(=O)c1ccc2c(c1)OCO2)c1ccc(NC(=O)C2CC2)cc1,68
CC12CCC(C(=O)O)(c3nc4c(ccc5ncccc54)nc31)C2(C)C (configuration not stated),54
COC(=O)c1cc(OC)c(OC)cc1-n1c(C)ccc1C,50
CCOC(=O)N1CCC(NC(=O)c2sc3ccccc3c2Cl)CC1,55
O=C(Cc1csc(SCC(=O)c2ccc3c(c2)OCO3)n1)Nc1nccs1,88
COC(=O)c1c(NC(=O)c2cc3ccccc3c(=O)o2)sc2c1CCCC2,63
CCOC(=O)Cn1c(=NC(=O)c2ccc([N+](=O)[O-])o2)sc2c(C)cc(C)cc21,103
N#C/C(=C\c1ccc([N+](=O)[O-])cc1)c1nc(-c2cc3ccccc3o2)cs1,74
O=C(c1ccccn1)N1CCc2cc(S(=O)(=O)N3CCOCC3)ccc21,62
O=C(NCc1cc(Cl)cc(Cl)c1)c1cc(Cl)cc(Cl)c1,51
CCOc1ccc(-c2noc(Cn3cnc4c(nnn4Cc4ccc(F)cc4)c3=O)n2)cc1OC,60
Cc1ccc(N2CCN(C(=O)N3CCOCC3)CC2)cc1C,62
O=S(=O)(CCc1ccccc1)NCC(c1ccsc1)N1CCCCCC1 (configuration not stated),81
COc1ccc(S(=O)(=O)N2CCN(C)CC2)cc1C(C)(C)C,57
CCn1nccc1C(=O)Nc1nnc(-c2ccc(OC)cc2OC)o1,68
CCOc1ccccc1NC(=O)CCc1c(C)nn(-c2nc(C)cc(=O)[nH]2)c1C,65
C=CCn1c2ccccc2c2nn(C)c(=S)nc21,56&52
Cc1cc(N)n(-c2ncnc3sc4c(c23)CCCC4)n1,63
CC(C)S(=O)(=O)c1ccc(C(=O)Nc2ncnc3c2CCC3)cc1,61
Cc1cc(C(=O)O)c(-n2cccc2)s1,59
NC(=O)c1nc(-c2cccc(Cl)c2)nc2c1[nH]c(=O)n2-c1ccc(Cl)c(Cl)c1,152
COc1ccc(Cl)cc1S(=O)(=O)NCC(c1ccsc1)N1CCc2ccccc2C1 (configuration not stated),72
Cc1noc(C)c1NC(=O)NCc1csc(-c2cccs2)n1,57
O=C(Nc1cccc(C(F)(F)F)c1)c1ccc(Cl)cc1,58
CN1CCN(c2ccc(CNC(=O)c3ccco3)cc2)CC1,55
CC(C)c1cccc2sc(NC(=O)C3CCCN(S(C)(=O)=O)C3)nc12 (configuration not stated),64
Cc1cc(NC(=O)CC(C)CC(=O)O)no1 (configuration not stated),52
CC1(C)COc2ccc(NS(=O)(=O)Cc3ccccc3Cl)cc2NC1=O,63
O=C(Nc1ccccc1)n1nccc1-c1ccc([N+](=O)[O-])cc1Cl,60
CC(C)CCNC(=O)C(=O)Nc1ccc(Cl)c(N2CCCS2(=O)=O)c1,74

Further entries
structure,RMI-FANCM inh
O=C(c1cccc(C(F)(F)F)c1)N1CCCC(c2nnc(-c3cccs3)o2)C1 (configuration not stated),64
COC(=O)c1ccc(NC(=O)CSc2nnc(CN3CCOCC3)o2)cc1,58
COc1cc(Nc2ccc(NS(=O)(=O)c3ccc4cccc5c4c3CC5)cc2)nc(C)n1,60
NC(C(=O)O)c1ccccc1F (configuration not stated),68
CN(C)C(CNC(=O)C(=O)Nc1ccc(OC(F)(F)F)cc1)c1cccs1 (configuration not stated),50
CC1=C(C(=O)Nc2ccccc2C)C(c2ccco2)C(C#N)=C(SCC(=O)Nc2ccccc2C)N1 (configuration not stated),93
CC(C)N1CCC(CNC(=O)C23CC4CC(CC(C4)C2)C3)CC1,67
CCOC(=O)c1ccc(NC(=O)C2C(=O)NC3(C)CC2c2ccccc2O3)cc1 (configuration not stated),60
CCCN1CCCc2cc(CCNC(=O)OCC)ccc21,31*
O=C(c1ccc2c(c1)OCO2)N1CCN(c2ccc(-c3ccncc3)nn2)CC1,67

Retrieved by compound from above, two records:
structure,RMI-FANCM inh
COC(=O)c1ccc(NC(=O)CSc2nnc(CN3CCOCC3)o2)cc1,58
CCOC(=O)c1ccc(NC(=O)C2C(=O)NC3(C)CC2c2ccccc2O3)cc1 (configuration not stated),60

Additional structures follow.
structure,RMI-FANCM inh
O=C(NCc1cc(-c2ccc(Cl)cc2)on1)c1cc2ccccc2oc1=O,65
COc1cc(S(=O)(=O)n2cnc3ccccc32)ccc1Br,49
O=C(COc1ccc(F)cc1)Nc1nnc(-c2ccc3c(c2)OCCO3)o1,71
CS(=O)(=O)Nc1ccc2[nH]cc(C#N)c2c1,64
CCOC(=O)C(O)(NC(=O)COc1ccccc1)C(F)(F)F (configuration not stated),53
Cn1/c(=N/NC(=O)C2CCCCC2)sc2ccccc21,59
O=C(NCC(c1ccsc1)N1CCc2ccccc2C1)C(=O)Nc1cccc(C(F)(F)F)c1 (configuration not stated),107
COc1cccc(OC)c1C(=O)Nc1nnc(-c2c(C)cc(C)cc2C)s1,66
O=C(NNC(=O)c1ccc2nonc2c1)Nc1ccc(OC(F)(F)F)cc1,60
Cc1ccc(CNC(=O)CCCn2nc(-c3ccco3)ccc2=O)cc1,67
COc1c(O)cc2occ(-c3ccc(O)cc3)c(=O)c2c1O,57
CC(=O)c1sc(=Nc2ccccc2)n(N2CCOCC2)c1C,51
CC(C)N1CCC(CNC(=O)C(C)(C)C)CC1,71
CC1=C(C#N)S(=O)(=O)C(C#N)C(c2cccc(C(F)(F)F)c2)C1 (configuration not stated),67
COc1ccc(OC)c(S(=O)(=O)N2CCN(c3ccc4nncn4n3)CC2)c1,70
CCOc1ccccc1NC(=O)CSc1nnc2[nH]c(=O)cc(-c3ccccc3)n12,58
O=S(=O)(c1ccc(Cl)cc1)n1nccc1/C=C/c1cccs1,63
COc1ccccc1CNC(=O)Cn1nc(-c2ccc(C)cc2C)ccc1=O,56
O=S(=O)(NCCN1CCN(c2ccccc2)CC1)c1ccc2c(c1)OCCO2,64
COc1ccc2oc(-c3csc(NC(=O)c4ccccc4Cl)n3)cc2c1,68
O=C(Cn1cnc(-c2ccccc2)cc1=O)NCCC(c1ccccc1)c1ccccc1,74
Nc1c(C(=O)N/N=C/c2ccccc2)cnn1-c1ccccc1,50
CCOc1ccc(S(=O)(=O)Nc2cc(-c3c(O)ccc4ccccc34)c(O)c3ccccc23)cc1,56
CSC1=NCCCN1C(=O)c1ccccc1I,61

6 compounds already listed, arranged by heavy-atom count, ascending:
structure,RMI-FANCM inh
Cc1cc(C(=O)O)c(-n2cccc2)s1,59
CSc1nncc(-c2ccc(Cl)cc2)n1,60
CSc1cccc(NC(=S)NNC(=O)CC#N)c1,57
Cc1[nH]c(=O)[nH]c(=O)c1CCC(=O)Nc1nccs1,55
O=C(COc1ccc(F)cc1)Nc1nnc(-c2ccc3c(c2)OCCO3)o1,71
CCOc1ccc(S(=O)(=O)Nc2cc(-c3c(O)ccc4ccccc34)c(O)c3ccccc23)cc1,56
